Screens (PubChem)
AmpC no deterg: inhibitors of E. coli AmpC beta-lactamase without detergent. AID 485341. Potency, µM (highest dose often 57.1 µM), without a hit: at the highest dose activity change, negative = inhibition, actives largely listed as inhibitors. P00811. hit rate 0.52% among 330,000. AmpC nitrocefin hydrolysis, absorbance 480 nm, 0.0001% Triton;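 further: potency means the concentration at half of the fitted maximal effect; plate controls were no compound for no effect and no enzyme for full effect; nearly all actives have a fitted effect of over 20% in size; some results filed as inactive show a strong effect at the top dose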
Target sequence (P00811 whole entry, looked up): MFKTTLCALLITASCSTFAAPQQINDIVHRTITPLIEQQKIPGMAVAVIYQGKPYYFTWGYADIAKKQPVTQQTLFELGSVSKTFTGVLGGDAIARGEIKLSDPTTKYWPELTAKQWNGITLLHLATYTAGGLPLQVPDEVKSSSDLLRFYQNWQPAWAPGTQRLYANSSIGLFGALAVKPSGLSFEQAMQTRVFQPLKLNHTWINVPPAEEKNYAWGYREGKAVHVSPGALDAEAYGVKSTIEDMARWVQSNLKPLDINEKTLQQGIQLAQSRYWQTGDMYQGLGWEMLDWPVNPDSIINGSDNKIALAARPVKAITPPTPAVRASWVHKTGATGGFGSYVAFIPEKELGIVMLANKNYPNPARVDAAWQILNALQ
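20 mM phosphate pH 7.0 + 0.01% (detergent screen) or 0.0001% Triton X-100; 5.3 nM AmpC reagent; cpd preinc 15 min RT; nitrocefin (800 uM stock) to start; A480 q20 s × 4 min; Activity was normalised to no-enzyme and no-compound control wells.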
HCMV antiviral: blocks human cytomegalovirus replication; HFF cells, HCMV-luciferase reporter, 72 h; active compounds read low; activity change, negative = inhibition, % at 57.5 µM; hit rate 4.5% among 410,000; in the data active means activity change below about -60%; inconclusive means no clear call, values can overlap the other calls; inactive means above about -39%
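Cell-based, HFFs, 1000 cells/well, 16 h 37C; cpds in DMSO + HCMV-luc, MOI 1 PFU/cell; 72 h 37C; OneGlo luminescence after 5 min RT; norm. to buffer vs Salinomycin 10uM.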
Giardia FBPA inh: Giardia lamblia aldolase inhibition; A8B2U2; hit rate 0.71% among 290,000; purified Giardia FBPA; Potency, µM (series often up to 59.6 µM), for the others: top-dose activity, negative = inhibition, usual class: inhibitors; further: potency means the concentration at half of the fitted maximal effect; nearly all actives have a fitted effect of over 55% in size
Target sequence (A8B2U2 whole entry, looked up): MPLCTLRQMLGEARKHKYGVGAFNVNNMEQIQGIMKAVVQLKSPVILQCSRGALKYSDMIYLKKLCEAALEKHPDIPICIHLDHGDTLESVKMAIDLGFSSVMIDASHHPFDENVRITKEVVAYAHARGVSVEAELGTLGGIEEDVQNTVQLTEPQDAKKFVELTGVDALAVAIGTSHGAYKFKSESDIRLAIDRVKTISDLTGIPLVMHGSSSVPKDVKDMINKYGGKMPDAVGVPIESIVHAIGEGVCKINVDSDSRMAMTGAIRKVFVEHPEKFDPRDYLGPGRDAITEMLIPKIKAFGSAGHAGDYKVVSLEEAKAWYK
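40 nM FBPA preincubated 10 min at RT with compound (up to 57.5 uM final), then substrate plus GAPDH/TPI/NAD/arsenate coupling and diaphorase/resazurin added. Fluorescence read after 20 min at RT, 525/598 nm.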
HCV inhibitor: blocks hepatitis C virus | Huh7.5.1 HCVcc-Cre infection, luciferase reporter, 44 h | hit rate 3.4% among 340,000 | Potency, µM (doses to about 41.8 µM), inactives show at the highest dose activity change, negative = inhibition, actives largely listed as inhibitors | AID 651820; further: potency means the concentration at half of the fitted maximal effect
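Cells seeded at 1,000/well and cultured 4 h, then compounds added followed by HCVcc-Cre virus (~0.5 moi). After 44 h further culture, luciferase substrate was added, plates held 15 min at room temperature, and luminescence read for 15 sec.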
AmpC detergent: AmpC beta-lactamase inhibition with detergent present; hit rate 0.041% among 370,000; AmpC hydrolysis of nitrocefin, absorbance 480 nm, 0.01% Triton; P00811; Potency, µM (highest dose often 114 µM), inactives show at the top dose activity change, negative = inhibition, actives largely listed as inhibitors;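 further: potency means the concentration at half of the fitted maximal effect; 0% = no-compound wells and -100% = no-enzyme wells; nearly all actives have a fitted effect of over 25% in size; some results filed as inactive show a strong effect at the top dose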
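20 mM phosphate pH 7.0 + 0.01% (detergent screen) or 0.0001% Triton X-100; 5.3 nM AmpC reagent; cpd preinc 15 min RT; nitrocefin (800 uM stock) to start; A480 q20 s × 4 min; Activity was normalised to no-enzyme and no-compound control wells.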
Sm TGR block: S. mansoni TGR enzyme inhibition; AID 485364; hit rate 3% among 360,000; Q962Y6; purified TGR, DTNB reduction, TNB absorbance 405 nm; Potency, µM (highest dose often 114 µM), for inactives: at the top dose activity change, negative = inhibition, most hits filed as inhibitors; further: potency means the concentration at half of the fitted maximal effect; nearly all actives have a fitted effect of over 60% in size
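First, TGR (20 nM dispensed) and NADPH were mixed with compound. Second, a 15 min room-temperature incubation followed. Third, further NADPH and then DTNB were added to start the reaction. Finally, TNB absorbance was monitored kinetically.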
Numbers without * were called inactive; ? = inconclusive; · = no result given; & = joins results of further samples; [ ] = remark or other dose. Unless noted, the call rests on the fitted dose curve; in most records, active means well fitted curve in the direction sought with a large enough effect; inconclusive means small, poorly fitted or top-dose-only effect, or another doubt; inactive means no such curve, though single readings can be large; an effect the other way counts as inactive or inconclusive. Unless noted, on the % scale 0 is the no-effect control and ±100 the full control effect.

no.	canonical_smiles	AmpC no deterg	HCMV antiviral	Giardia FBPA inh	HCV inhibitor	AmpC detergent	Sm TGR block
1	CC1(C)Cc2c(sc(NC(=O)c3ccco3)c2C#N)CO1	-7%	16	-3%	-11%	-3%	-1%
2	O=c1c2cccnc2[nH]c(=S)n1CCCN1CCN(c2ccccc2F)CC1	-10%	-30	11%	-2%	?	-23%
3	Cc1ccc(CNC(=O)[C@]2(C)CCC[C@@]3(C)C4CC[C@@]5(C)C[C@]4(CCC32)CC5=O)cc1 (stereo partly specified)	3%	1	·	12%	·	·
4	Cc1ccc(C)c(NC(=O)c2nc(S(=O)(=O)Cc3ccc(F)cc3)ncc2Cl)c1	·	-100*	·	·	6%	2.5µM*
5	O=C(Nc1ccc(F)cc1)c1csc(Cc2ccccc2)n1	-18%	37	0%	-6%	2%	-1%
6	Cc1cccn2cc(CNC(=O)c3ccc(Br)o3)nc12	-23%	4	-22%	10%	6%	7%
7	CCC(=O)NC1(C(F)(F)F)C(=O)Nc2c1c(=O)[nH]c(=O)n2Cc1ccco1 (stereo unspecified)	-15%	-2	-8%	?	-26%	0%
8	CCN1CCN(C(=O)c2cc3cc4cc(OC)ccc4nc3s2)CC1	87%[activator]	-12	-3%	?	10%	4%

In another format: entries from further up.
Fields – AmpC no deterg	HCMV antiviral	Giardia FBPA inh	HCV inhibitor	AmpC detergent	Sm TGR block
5) O=C(Nc1ccc(F)cc1)c1csc(Cc2ccccc2)n1
 : -18%	37	0%	-6%	2%	-1%
6) Cc1cccn2cc(CNC(=O)c3ccc(Br)o3)nc12
 : -23%	4	-22%	10%	6%	7%
7) CCC(=O)NC1(C(F)(F)F)C(=O)Nc2c1c(=O)[nH]c(=O)n2Cc1ccco1 (stereo unspecified)
 : -15%	-2	-8%	?	-26%	0%

(cont.)
no.	canonical_smiles	AmpC no deterg	HCMV antiviral	Giardia FBPA inh	HCV inhibitor	AmpC detergent	Sm TGR block
9	Cc1nn(Cc2ccc([N+](=O)[O-])cc2)c(=O)n1-c1ccc(F)cc1	-5%	-20	-5%	3%	-5%	-3%
10	O=C(c1ccc(O)cc1)c1ccc(C(=O)c2ccc(O)cc2)cc1	-24%&-51%	?	8%&15%	20%	-6%&2%	0%&-13%
11	O=C(c1ccc(C(=O)N2CCCc3ccccc32)s1)N1CCCc2ccccc21	-7%	-33	8%	?	-10%	-17%
12	COc1ccc(-c2cc(C(=O)NCCCN3CCOCC3)c3ccccc3n2)cc1OC	75%[activator]	-1	·	20%	-4%	-4%
13	COc1ccc(CN2CCCN(S(=O)(=O)c3ccc(Br)cc3)CC2)cc1	5%	9	5%	?	-10%	?
14	COC(=O)c1ccccc1NC(=O)CN1CCC(C)CC1	-7%	?	4%	-10%	-3%	·
15	NC1=NC(=O)/C(=C/c2cn(Cc3ccccc3)c3ccccc23)S1	-37%	?	-28%	?	9%	7%
16	Nc1nc(SCC(=O)NCc2ccc(F)cc2)[nH]c(=O)c1NC(=O)c1ccc(Cl)cc1	-24%	1	3%	3%	-16%	-2%
17	CC1CN(S(=O)(=O)c2cccc(C(=O)NN3CCN(C)CC3)c2)CC(C)O1 (stereo unspecified)	-26%	-11	-16%	2%	-4%	-4%
18	CC(C)=CC[N+]1(C)CCCCC1	0%	56	0%	25%	-15%	3%
19	CC1C(=O)Nc2ccc(S(=O)(=O)N3CCCCCC3)cc21 (stereo unspecified)	-35%	?	·	-13%	-1%	?
20	NS(=O)(=O)OCCCc1ccc(C(F)(F)F)cc1	-1%	12	4%	10%	?	-14%
21	CSCC[C@H](NC(=O)Nc1ccc(OC(F)(F)F)cc1)C(=O)O	-18%	0	6%	8%	-12%	11%
22	COc1ccc(-n2ncc3c(NC(C)C)ncnc32)cc1	-20%	130	-10%	?	?	7%
23	COc1ccc(C(=O)OC(C)C(=O)NC(C)CCc2ccccc2)cc1[N+](=O)[O-] (stereo unspecified)	3%	-1	23%	-5%	3%	1%
24	CSc1cccc(NC(=S)N(Cc2ccc(C)cc2)Cc2cccnc2)c1	-19%	-12	-7%	-7%	-8%	0%
25	C(=N\N1CCN(Cc2ccccc2)CC1)/c1cccs1	-13%	22	-2%	-5%	0%	5%
26	COc1ccccc1OCCn1c(=S)[nH]c2ccccc21	-46%	83	5%	-1%	?	-5%
27	O=C(CNC(=O)c1ccc(S(=O)(=O)N2CCCC2)cc1)N/N=C/c1c(Cl)cccc1Cl	-17%	-72*	-1%	?	-2%	-1%
28	CCOCCCNC(=O)C1CCN(S(=O)(=O)c2ccc(C)cc2)CC1	-3%	42	4%	8%	-4%	-3%
29	CCOc1ccc(/C=N/n2c(C3CCCCC3)n[nH]c2=S)cc1	-36%	-81*	12%	11µM*	-2%	15%
30	CCOc1ccc(CNC(=O)CCCn2nc(C)c3c(C)n(-c4ccc(C)cc4)nc3c2=O)cc1	57%	-26&13	12%	?	1%&17%	1%&0%
31	C=CCn1c(SCC(=O)Nc2nnc(C)s2)nnc1-c1cccnc1	-3%	5	-15%	3%	9%	1%
32	CCCOc1ccc(-c2nn(-c3ccccc3)cc2C2NC(=O)NC(C)=C2C(=O)OC(C)C)cc1 (stereo unspecified)	·	-35	·	·	-3%	-3%
33	Cc1ccc(-c2noc(-c3ccc(N4CCOCC4)c([N+](=O)[O-])c3)n2)cc1	·	-32	·	·	0%	-7%
34	Cn1cnnc1Sc1ccc(C(=O)OCC(=O)NCC(F)(F)F)cc1[N+](=O)[O-]	0%	-33	1%	-9%	-1%	0%
35	O=C(/C=C/c1cc([N+](=O)[O-])ccc1OC(F)F)Nc1cccc(OC(F)F)c1	-37%	-24	-2%	?	?	-3%
36	CCOC(=O)N1CCC(N2C(=O)c3ccccc3C2Nc2ccc(S(=O)(=O)N3CCCCC3)cc2)CC1 (stereo unspecified)	149%[activator]	·	-6%	·	-4%	0%
37	CCc1ccc(NC(=O)Cn2c(=O)c3cc(Cl)ccc3n3nncc23)cc1	·	14	·	·	6%	-1%
38	COc1ccc(OC)c(NC(=O)CNC(=O)c2ccc([N+](=O)[O-])cc2)c1	-18%	?	0%	-7%	-2%	-23%
39	CN(CC(=O)NCc1ccccc1Cl)S(=O)(=O)c1ccc2c(c1)n(C)c(=O)c(=O)n2C	3%	-1	·	4%	1%	-14%
40	COc1ccc(C(=O)COC(=O)CN2C(=O)C3C4C=CC(C4)C3C2=O)cc1 (stereo unspecified)	-11%	-12	2%	2%	7%	6%
41	O=C(OCC(=O)N1CCN(C(=O)c2ccco2)CC1)c1cc(F)c(F)cc1Cl	32%	15	·	21%	·	·
42	COc1cc(OC)c2ccc(=O)oc2c1C(CCN1CCCC1)c1ccc(N(C)C)cc1 (stereo unspecified)	61%[activator]	-18	2%&1%	-24%	-5%	-19%
43	CCCn1c(N)c(C(=O)CSc2ncnc3sccc23)c(=O)n(C)c1=O	-12%	·	·	?	1%	0%
44	CCN(CC)c1ccc(/C=C/[N+](=O)[O-])cc1	-34%	-114*	-13%	12%	-8%	-20%
45	c1ccc(-c2noc(-c3ccc4c(c3)OCO4)n2)cc1	-14%	0	4%	1%	0%	·
46	CCOc1ccc(NC(=O)c2cc(S(=O)(=O)NC3CCCCCC3)ccc2F)cc1	·	?	·	·	-1%	3%
47	COC(=O)c1sc(NC(=O)CSc2nnc(Cn3nnc4ccccc43)n2C)nc1C	-5%	43	9%	?	-12%	?
48	CN(Cc1c(F)cccc1Cl)C(=O)CNC(=O)c1ccc2c(c1)OCO2	-15%	15	·	-14%	-17%	-8%
49	O=C(Nc1ccc(S(=O)(=O)N2CCCC2)cc1)c1cc(F)c(F)cc1Cl	-46%	·	·	?	1%	1%
50	O=C(CN1C(=O)CCC1=O)Nc1ccc(S(=O)(=O)N2CCOCC2)cc1	-19%	13	6%	-1%	-7%	32%
51	CCSc1nc(-c2ccccc2)c2cc(Cl)ccc2n1	-46%	12	5%	14%	?	-1%
52	C=CCNC(=O)c1sc(-c2ccccc2)nc1C	-15%	-29	4%	-9%	-4%	-14%
53	COC(=O)c1nc2n(n1)C(c1cc(OC)ccc1OC)C=C(c1ccc(Br)cc1)N2 (stereo unspecified)	·	-4	·	·	4%	-8%
54	COc1cccc(C(=O)Nc2nnc(C(C)C)s2)c1	-20%	73	?	-26%	7%	0%
55	Cc1ccc(N(CC(=O)NCCc2ccccc2)S(=O)(=O)N(C)C)cc1	·	-4	·	·	0%	-3%
56	C[C@@H]1COC(=O)[C@@H](CC(=O)OC(C)(C)C)C/C=C\C[C@@H](CC(=O)N[C@H](CO)Cc2ccccc2)C(=O)N1	86%[activator]	-15	·	-4%	·	·
57	COc1ccc(CCNC(=O)c2cccc(S(=O)(=O)N3CCCCC3)c2)cc1	-25%	-66*	1%	?	-4%	16%
58	Cc1ccc2cc3c(NC(=O)C(C)C)nn(C)c3nc2c1	-3%	11	-1%	?	?	0%
59	Cc1ccc(C(=O)Nc2c(C)n(C)n(-c3ccccc3)c2=O)cc1S(=O)(=O)N1CCOCC1	-13%	-9	8%	17%	-2%	1%
60	Cc1cc(C)n2nc(CNS(=O)(=O)c3ccc(F)cc3)nc2n1	-13%	-1&-5	9%	19%	-15%&19%	5%&4%
61	O=C(Cn1cc(S(=O)(=O)Cc2ccccc2Cl)c2ccccc21)NCCc1ccccc1	·	0	·	·	5%	0%
62	Nc1nonc1-n1nnc(C(=O)N/N=C/c2ccccc2Cl)c1-c1ccccc1	-30%	2	·	-2%	3%	7%
63	CO/N=C/c1ccc(Sc2ccccc2)c([N+](=O)[O-])c1	-4%	-12	5%	-18%	-3%	1%
64	Nc1cccc(CN2CCCC2)c1	-9%	-12	?	7%	2%	·

The list goes on:
no.	canonical_smiles	AmpC no deterg	HCMV antiviral	Giardia FBPA inh	HCV inhibitor	AmpC detergent	Sm TGR block
65	Cc1cccc2cc(CN(C(=O)c3cnccn3)C3CCCCC3)c(Cl)nc12	94%[activator]	-1	0%	?	-1%	-8%
66	O=C1CCCN1CC(O)CS(=O)(=O)Cc1ccccc1Cl (stereo unspecified)	-4%	-10	7%	-3%	1%	-17%
67	CN(C(=O)c1ccco1)c1nc(-c2ccc(F)cc2)cs1	-21%	12	8%	-22%	-3%	-5%
68	Cn1c(NC(=O)c2cccs2)cc(=O)n(C)c1=O	-5%	-36	3%	21%	-5%	-4%
69	Nc1ccc(Cc2ccc(N)c(C(=O)O)c2)cc1C(=O)O	-4%	20	1%	-4%	-8%	-3%
70	CCn1c2ccccc2c2nnc(SCc3ccc(C(=O)OC)o3)nc21	47%	-15	-29%	-28%	-1%	-4%
71	COc1ccc(OCC(=O)Nn2c(-c3ccc(C)cc3)nc3ccccc3c2=O)cc1	-14%	2	4%	7%	0%	2%
72	COC(=O)[C@]1(C)C[C@H]1[C@H](NP(=O)(c1ccccc1)c1ccccc1)c1ccccc1	147%[activator]	-5	1%&9%	-25%[8.37 µM]	-5%	-14%
73	COc1ccc(N2CCN(c3cc(C)nc4nncn34)CC2)cc1	·	-72*	·	·	-5%	1%
74	COc1ccc(C(=O)Cn2c(Br)nc3c2c(=O)n(C)c(=O)n3C)cc1	-7%	?	0%	10%	-5%	3%
75	Cc1cccn2c(=O)c(/C=C(\C#N)C(=O)NC3CCS(=O)(=O)C3)c(N3CCC(C)CC3)nc12 (stereo unspecified)	196%[activator]	2	-3%	5%	-9%	-4%
